High-throughput results as filed in PubChem BioAssay.
sdo1 growth – growth rescue of sdo1-depleted yeast, primary screen, S. cerevisiae, bone marrow failure model; S. cerevisiae sdo1-depleted JHY4D growth rescue, OD600 30 h; active compounds read high; pdr5 snq2 efflux-pump mutant strain; z-score at 10 µM; hit rate 0.21% among 140,000; AID 817, 2007;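 active = z-score above 3 at both the 24 hr and the 30 hr optical density reads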;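 also: z-score against mean and SD of all compound wells on the same plate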
Insulin prom inh – inhibitors of insulin promoter-driven GFP, primary screen, imaging, TRM-6 cells (human fetal islet line), eGFP reporter, cell count | inhibition, % at 2 µM | hit rate 0.9% among 130,000 | AID 1273, 2008 | reporter expression induced with tamoxifen;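 active = inhibition above the mean plus 3 SD, with well images judged a real hit on visual review, cut at about 60% in these data, passing the limit was not always enough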
sdo1 growth Rescue 24 h – also measured in sdo1 growth; calls as there; z-score; S. cerevisiae sdo1-depleted JHY4D growth rescue, OD600; measured here: growth rescue at 24 h;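 0 is the plate mean of compound wells and units are plate SD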
Active calls of the source: *; . = no result given; & = joins results of further samples.

molecule	sdo1 growth	sdo1 growth Rescue 24 h	Insulin prom inh
CCOC(=O)c1[nH]c(C)c(C(=O)NC2CCN(C(=O)OCC)CC2)c1C	0.36	-0.14	.
O=C(NC1CCCCCCC1)C1CCN(S(=O)(=O)N2CCC3(CC2)OCCO3)CC1	0.62	0.72	41
Cc1cc(C)c(OCCN2C(=O)NC(C)(C)C2=O)c(Cl)c1	0.24	0.4	-8
O=C(Cn1cccc1C(=O)c1ccccc1)NCc1ccc2c(c1)OCO2	-1.1	-1.6	-57
CCOC(=O)c1cccnc1NC(=O)c1ccccc1	0.23	-0.32	.
O=C(Cn1c(=O)n(-c2ccccc2)c(=O)c2oc3ccccc3c21)Nc1ccccc1	-0.32	-0.76	29
Cc1cc(C)nc(OC(=O)c2c(Cl)cc(Cl)cc2Cl)n1	.	.	43
COC1CCCCC1Nc1cc(C)ccc1C (stereo not drawn)	1.1	1.4	.
COc1ccc(N(CC(=O)NCC2CCCO2)S(=O)(=O)c2c(C)noc2C)cc1 (stereo not drawn)	0.26	0.06	.
Cc1cccc(Cn2c(C)nc3c(N)c(C)c(C)cc32)c1	.	.	21
CC(NC(=O)/C=C/c1ccco1)c1nc2ccccc2n1Cc1ccccc1F (stereo not drawn)	-1.1	-0.5	-9
CCNC(=O)c1ccc(NS(=O)(=O)c2ccccc2)cc1	0.32	0.28	9
N#CC1=C(Nc2ccccc2)SC=C(c2ccccc2)N=C1N1CCOCC1	-0.07	-0.31	0
Cn1c(SCC(=O)NC(C)(C)C)nc(O)cc1=O	0.51	-0.02	.
Cc1cccc(C)c1N(CC(=O)N1CCN(C)CC1)S(C)(=O)=O	0.36	-0.3	-47

Some of the entries so far, field by field.
Cc1cc(C)c(OCCN2C(=O)NC(C)(C)C2=O)c(Cl)c1
  sdo1 growth: 0.24 | sdo1 growth Rescue 24 h: 0.4 | Insulin prom inh: -8
O=C(Cn1cccc1C(=O)c1ccccc1)NCc1ccc2c(c1)OCO2
  sdo1 growth: -1.1 | sdo1 growth Rescue 24 h: -1.6 | Insulin prom inh: -57
CCOC(=O)c1cccnc1NC(=O)c1ccccc1
  sdo1 growth: 0.23 | sdo1 growth Rescue 24 h: -0.32 | Insulin prom inh: .
O=C(Cn1c(=O)n(-c2ccccc2)c(=O)c2oc3ccccc3c21)Nc1ccccc1
  sdo1 growth: -0.32 | sdo1 growth Rescue 24 h: -0.76 | Insulin prom inh: 29

Arranged by molar mass (descending): three of the compounds above.
molecule	sdo1 growth	sdo1 growth Rescue 24 h	Insulin prom inh
O=C(Cn1c(=O)n(-c2ccccc2)c(=O)c2oc3ccccc3c21)Nc1ccccc1	-0.32	-0.76	29
O=C(Cn1cccc1C(=O)c1ccccc1)NCc1ccc2c(c1)OCO2	-1.1	-1.6	-57
COC1CCCCC1Nc1cc(C)ccc1C (stereo not drawn)	1.1	1.4	.

Other results follow.
molecule	sdo1 growth	sdo1 growth Rescue 24 h	Insulin prom inh
Oc1ccc(Oc2ncc(Cl)cc2Cl)cc1	-0.24	-0.2	0
COc1ccc(C2C=C(c3ccccc3)Nc3ncnn32)cc1 (stereo not drawn)	-1.7	-2	11
CC1(C)OC(=O)N2CCc3ccccc3C21C (stereo not drawn)	-0.07	-0.42	-52
C=CCCc1ccc(C#N)c(SCc2c(C(=O)OCC)c3cc(OC(C)=O)c(Br)cc3n2C)n1	0.18	0.21	.
COc1nc(Nc2cccc([N+](=O)[O-])c2)nc(OC)n1	.	.	-27
CCOc1ccc(NC(=O)c2ccc(S(=O)(=O)N(C)C)cc2)cc1	-0.83	-1.2	-171
Cc1ccccc1-n1nnnc1SCc1ncc(-c2ccccc2)o1	-1.2	-0.26	29
CCCOc1ccc(Cn2c(=O)oc3ccc(C)cc32)cc1OC	-1	-0.7	28
O=C(Nc1ccccc1)N(CCCN1CCOCC1)Cc1cccs1	0.28	-0.16	.
Cc1ccccc1NC(=S)NCc1ccco1	-0.42	-0.72	13
CN1C(=O)c2cccc3c(Cl)ccc(c23)C1=O	2.5	1.8	26
N#CC(c1nc2ccccc2nc1N1CCCC1)S(=O)(=O)c1ccccc1 (stereo not drawn)	-1.4	-1	.
CN1CCN(C(c2cccc(C(F)(F)F)c2)c2nnnn2C(C)(C)C)CC1 (stereo not drawn)	1.1	1	-35
Cc1cc(Oc2ccccc2)nc(N)n1	0.81	1	-124
COc1ccc(C(=O)/C=C/Nc2cc(C)on2)cc1	0.61	-0.51	5
Cn1c(Cn2c(=O)sc3ccccc32)nnc1SCC(=O)Nc1ccccc1F	0.5	-0.12	.
Cc1ccc(-n2cc(CN(C)Cc3nccn3C)c(-c3cccc(C)c3)n2)cc1	.	.	42
CCN1CCN(CCNC(=O)c2ccc3c(c2)N(Cc2ccc(F)cc2)C(=O)/C(=C/c2ccccc2)S3)CC1	.	.	0
O=C(Nc1ccc(N2CCOCC2)c(F)c1)c1ccncc1	0.91	0.7	-22
O=C(COC(=O)c1n[nH]c2ccccc12)c1cc(F)ccc1F	.	.	-17
COc1ccc(-c2onc(C)c2-c2ccccc2)c(O)c1	-2.1	-1.5	0
COc1cccc2cc(C(=O)N3CCc4ccccc4C3)c(=O)oc12	-1.2	-1.4	-84
O=C(Cc1ccc(Br)c2ccccc12)N/N=C/c1ccccn1	.	.	25
COc1cc(S(=O)(=O)NCCc2ccc3c(c2)OCO3)ccc1-n1cnnn1	0.13	-0.52	16
CC(C)c1ccccc1NC(=S)NCc1nc2ccccc2[nH]1	.	.	-62
COc1ccc(OC)c(-n2c(SCC(=O)NCc3ccco3)nnc2-c2c[nH]c3ccccc23)c1	-0.13	-0.23	.
O=[N+]([O-])c1ccccc1CNC(Cc1ccccc1)c1ccccc1 (stereo not drawn)	-0.73	-1.1	29
COc1cccc(C2(O)CCN(CC(=O)NCC3CC3)CC2)c1	.	.	45
CC(Sc1ncnc2ccccc12)C(=O)Nc1ccc2c(c1)OCCO2 (stereo not drawn)	-0.91	-0.51	.
CN(C)CCN1CCc2ccccc21	-0.13	-0.96	-109

Single records, from the list above. Screens in order: sdo1 growth, sdo1 growth Rescue 24 h, Insulin prom inh
`CN(C)CCN1CCc2ccccc21` is entered as -0.13, -0.96, -109
`COc1cccc2cc(C(=O)N3CCc4ccccc4C3)c(=O)oc12` is entered as -1.2, -1.4, -84

Later entries:
molecule	sdo1 growth	sdo1 growth Rescue 24 h	Insulin prom inh
Cc1cccc(CN2CCN(CC(=O)NCCCN3CCCC3=O)C2=O)c1	-0.19	-0.6	48
CCOC(=O)C(NC(C)=O)(NS(=O)(=O)c1ccccc1)C(F)(F)F (stereo not drawn)	0.54	0.21	44
CCOC(=O)CCCNC(=O)COC(=O)CCC(=O)c1ccc(F)cc1	-0.3	-0.48	9
C=CCNC(=O)c1ccccc1S(=O)c1ccccc1C#N (stereo not drawn)	0.72	1.2	28
COc1ccccc1N1CCN(C(=O)CCNS(=O)(=O)c2ccc3c(c2)CCC(=O)N3)CC1	0.07	-0.11	-77
CC(=O)N1CC(=O)N=C1SCC(=O)Nc1nc(-c2ccccc2)c(-c2ccccc2)s1	-1.1	-1.3	27
COc1ccccc1NC(=O)c1cc2n(n1)C(C(F)(F)F)CC(c1ccc3c(c1)OCO3)N2 (stereo not drawn)	-1.1	-1	-42
CCOC(=O)C1=C(O)/C(=C\c2ccc(OC)c(OC)c2)N=C1C	0.91	-0.23	-37
Cc1occc1C(=O)N/N=C/c1ccc(Cl)c([N+](=O)[O-])c1	-0.59	-0.51	21
Cc1cc(C(F)(F)F)nn1C(=O)c1cccnc1Cl	0.72	0.81	-21
O=C(CC1Sc2ccccc2NC1=O)OCc1cc(=O)oc2cc(O)ccc12 (stereo not drawn)	0.07	0.46	-6
COC(=O)c1ccc(CNC(=O)CSc2nnc(COc3ccccc3)n2C)o1	1.2	1.2	31
CC1=NNC(=O)C1CC(=O)N/N=C/C(C)=C/c1ccccc1 (stereo not drawn)	.	.	-9
O=C(NC(=S)NCc1cccnc1)c1ccccc1[N+](=O)[O-]	2.4	2.7	-24
CCOc1cc2nc(-c3ccc(OC)c(OC)c3)nc(NCCCN3CCOCC3)c2cc1OC	-0.12	0.18	-59
CC(=O)Oc1ccc2ccccc2c1C(NC(=O)Cc1ccccc1)c1ccccc1 (stereo not drawn)	-2.3	-1.2	-56
C=CCOc1ccccc1/C=N/O	1.6	2.1	.
CCOC(=O)c1nc2sc3c(c2c(=O)[nH]1)CCCC3	0.82	0.97	47
COCCN1CN(S(=O)(=O)c2ccc(Cl)cc2)c2nc3ccccc3nc21	-1.9&-0.92	-1.4&-0.16	27
Cc1cc(C)c(S(=O)(=O)N2CCN(C(=O)c3cccs3)CC2)c(C)c1	.	.	-43
COc1ccc(C)cc1S(=O)(=O)N(CC(N)=O)Cc1ccccc1	-1.1	-1.9	33
S=C(NCCc1ccccc1)Nc1ccccn1	-0.77	-0.33	-20
COc1ccccc1N1CCN(C(=O)CSc2nc3ncnc(N)c3[nH]2)CC1	0.97	0.62	-7
COc1ccccc1OCC(=O)Nc1nc(-c2ccc(S(=O)(=O)N3CCOCC3)cc2)cs1	-0.05	0.51	0
O=C(O)c1cccc2c1C(=O)N(Cc1ccncc1)C2	0.35	0.06	.
COC(=O)COc1cc(Br)c(/C=C2/SC(=O)N(CC(=O)N3CCCC3)C2=O)cc1OC	0.86	0.57	.
CCOC(=O)c1sc2nc3n(c(=O)c2c1C)CCC3	0.44	0.24	.
Clc1ccc(CN2CCN(c3ncnc4scc(-c5cccs5)c34)CC2)cc1	-1.7	-1.4	-69
CC(c1ccccc1)N1CC(C(=O)O)CC1=O (stereo not drawn)	.	.	6
CCC(=O)N1CCc2cc(Br)cc(S(=O)(=O)NCc3ccco3)c21	-0.02	0.15	.
COc1ccc(-c2nnc(SCC(=O)c3ccco3)n2-c2ccccc2)cc1	-0.13	-0.09	28
CC(C)Cn1c(N)c(C(=O)CSc2ncnc3sc4c(c23)CCCC4)c(=O)n(C)c1=O	-0.74	0.22	.
COc1ccc(Nc2nnc(SCc3cc(=O)n4ccsc4n3)s2)cc1	-0.59	-0.91	26
O=C(COc1cc(O)c2c(=O)cc(-c3ccccc3)oc2c1)c1ccc(F)cc1	-0.83	0.79	3
C[C@@H](C(=O)O)[C@@H]1C[C@@]1(C)[C@@H](NC(=O)OCc1ccccc1)c1ccccc1	0.36	0.11	-5
Cn1c(=O)cc(SCC(=O)NCc2ccco2)c2ccccc21	0.37	0.55	.
Cc1ccc(C2=NC(C(F)(F)F)(C(F)(F)F)c3c(n(-c4ccc(F)cc4)c(=O)[nH]c3=O)N2)cc1	0.33	-0.49	-8
O=C(c1ccccc1)c1nc2c(n1O)CCCCC2	.	.	-106
CCCN(CCC)C1=N/C(=C\c2ccco2)C(=O)N1c1ccccc1	-0.69	-0.48	0
O=C1NC(c2ccc(-c3ccccc3[N+](=O)[O-])o2)C(C(=O)c2ccc(F)cc2)C(O)(C(F)(F)F)N1 (stereo not drawn)	1	0.58	.
CCN(CCCNC(=O)C1CCC(=O)N1Cc1ccccc1Cl)c1cccc(C)c1 (stereo not drawn)	0.44	-0.31	-92
O=C1C(=O)N(CCN2CCCCC2)c2ccccc21	0.97	0.81	53
O=C(CN1CCN(c2ccccc2O)CC1)NCCCc1ccccc1	.	.	-40
CCc1cccc(NC(=O)C2CCN(S(=O)(=O)c3cccs3)CC2)c1	0.1	-0.27	36
CC1CN(C(=O)c2cc3cc(Cl)cc(Cl)c3oc2=O)CC(C)O1 (stereo not drawn)	-0.94	-1.6	0
CC(NC(=O)CCl)c1ccc(Cl)c(Cl)c1 (stereo not drawn)	-0.18	0.37	.
CC(C)(C)CC(=O)NC(=S)NCc1ccccc1	.	.	-21
O=C(NCCc1csc(-c2ccccc2)n1)c1c(F)cccc1F	.	.	-53
CCOC(=O)c1c(NC(=O)c2ccccc2Cl)sc2c1CCc1ccccc1-2	-1.9	-0.49	7
Cn1c(=S)[nH]c2[nH]c(=O)cnc2c1=O	0.83	0.57	-24
Cc1ccc(Cn2cnc3sc4c(c3c2=O)CCC4)c(C)c1	-1.5	-1.1	-431
Cc1ccccc1N1C(=O)C2C3C=CC(C2C1=O)N(C)C3=O (stereo not drawn)	0.71	0.53	10
CCCCCCCC(=O)OCC(=O)[C@@]1(O)CC[C@H]2[C@@H]3CCC4=CC(=O)CC[C@]4(C)[C@H]3[C@@H](O)C[C@@]21C	-1.4	-0.2	27
COc1ccc(Cc2c(O)nc[nH]c2=O)cc1	0.08	-0.4	-2
COC(=O)c1cc(=O)c2c([N+](=O)[O-])ccc(OC)c2o1	0.16	0.03	-24
COCCN(Cc1ccccc1)C(=O)c1c(C)nn(-c2ccccc2)c1C	.	.	-71
Fc1ccc(C(Nc2ccccn2)c2c[nH]c3ccccc23)cc1 (stereo not drawn)	.	.	-155
CCSc1nc(O)cc(=O)n1CC	.	.	50
Cc1nnc2sc(SCc3ccccc3Cl)nn2c1=O	.	.	14
COc1ccc(-c2cc(-c3cc(OC)ccc3O)[nH]n2)cc1	-3	-2.1	-10
COc1cc(C(C(=O)NC(C)(C)C)N(Cc2ccc3c(c2)OCO3)C(=O)c2cnccn2)cc(OC)c1OC (stereo not drawn)	-0.4	-0.81	.
